Bioassay records from PubChem.
bCat KO growth – beta-catenin-lacking colon tumor cell growth suppression; AID 818; viability, % at 10 µM; HCT116 beta-catenin knockout viability, CellTiter-Glo, 60 h; stronger effect = lower value; 140,000 compounds, 1.5% hits;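 active = viability at or under a set limit, the compound median less 4 SD, cut at about 6% in these data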;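 note: 0% = Hyamine 1622 control at 20 µM and 100% = untreated cell control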
GALR2 antag – antagonists of human galanin receptor 2 (GALR2) | GALR2-expressing cells, antagonist mode | inhibition, % at 4 µM | 140,000 compounds, 0.39% hits | AID 828; in the data active = inhibition above about 27%;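 note: cells stimulated with galanin 1-16 at roughly its EC80; 0% = agonist challenge control and 100% = basal control without agonist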
Target sequence (O43603 whole entry, looked up): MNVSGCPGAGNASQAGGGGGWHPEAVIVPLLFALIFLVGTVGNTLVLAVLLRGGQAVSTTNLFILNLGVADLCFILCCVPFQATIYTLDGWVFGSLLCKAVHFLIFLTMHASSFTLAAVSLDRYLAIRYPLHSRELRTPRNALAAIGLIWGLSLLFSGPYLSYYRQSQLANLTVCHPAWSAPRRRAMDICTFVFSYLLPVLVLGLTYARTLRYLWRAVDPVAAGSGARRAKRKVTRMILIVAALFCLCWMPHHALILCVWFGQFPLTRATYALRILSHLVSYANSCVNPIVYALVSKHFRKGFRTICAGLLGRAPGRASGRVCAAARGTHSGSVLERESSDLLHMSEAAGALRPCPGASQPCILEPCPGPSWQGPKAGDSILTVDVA
NPY-Y2 antag – NPY-Y2 (human) receptor antagonism; P49146; NPY-Y2 expressing cells, antagonist mode; inhibition, % at 2.7 µM; 140,000 compounds, 0.99% hits; AID 793; in the data active = inhibition above about 17%;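 note: 0% = vehicle with agonist challenge and 100% = reference antagonist with challenge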
Target sequence (P49146 whole entry, looked up): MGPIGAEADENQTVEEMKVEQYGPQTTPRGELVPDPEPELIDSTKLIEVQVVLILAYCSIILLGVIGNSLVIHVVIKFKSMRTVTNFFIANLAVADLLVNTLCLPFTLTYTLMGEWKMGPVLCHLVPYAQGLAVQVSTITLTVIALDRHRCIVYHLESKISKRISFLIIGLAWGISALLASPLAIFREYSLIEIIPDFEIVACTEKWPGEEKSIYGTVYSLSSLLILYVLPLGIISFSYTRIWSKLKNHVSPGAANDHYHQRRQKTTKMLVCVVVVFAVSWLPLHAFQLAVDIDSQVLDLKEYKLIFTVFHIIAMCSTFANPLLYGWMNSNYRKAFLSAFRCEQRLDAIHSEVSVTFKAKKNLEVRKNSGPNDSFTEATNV
E-sel TNF inh – TNF alpha driven E-selectin expression inhibition; inhibition, % at 2 µM; 120,000 compounds, 0.71% hits; HUVEC TNFa-induced E-selectin immunofluorescence, high content;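 active = inhibition above the batch mean plus 3 SD, and confirmed as a hit on visual image review, cut at about 43% in these data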;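 note: 0% = TNF-stimulated DMSO wells and 100% = unstimulated control wells; not every result past the cut was called active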
Yeast life ext – extends the lifespan of yeast; S. cerevisiae growth with nicotinamide, OD615; deaD strain in restrictive glucose medium; 130,000 compounds, 0.68% hits; inhibition of the nicotinamide effect, % at 10 µM;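 active = inhibition above a set limit, placed 3 SD over the median of all compounds, cut at about 26% in these data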;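 note: 0% = nicotinamide-treated wells and 100% = cells grown without nicotinamide; some compounds called inactive have numbers as strong as hits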
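System: DeaD-strain S. cerevisiae / Buffer or medium: CSMM-D, restrictive glucose (dextrose) synthetic minimal medium / Probe or stimulus: nicotinamide, 1.5 mM, co-present with compound / Compound: one concentration, 10 µM, DMSO 0.25% / Incubation: 48 h compound exposure at 30 °C, humidified / Technique: optical density (absorbance) at 615 nm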
PTEN del growth – growth suppressors of cells with PTEN tumor suppressor deletion; AID 827; 140,000 compounds, 1.2% hits; HCT116 PTEN-null viability, CellTiter-Glo, 60 h; stronger effect = lower value; viability, % at 10 µM;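 active = viability at or below a set limit, 4 SD under the median of all tested compounds, cut at about 3.7% in these data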;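 note: PTEN knockout HCT116 line with beta catenin targeted HCT116 as companion control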
MRP-1 activ – activates MRP-1 | H69AR cells + doxorubicin, viability rescue, CellTiter-Glo | viability increase, % at 10 µM | 140,000 compounds, 0.61% hits;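 active = viability gain under doxorubicin at or above a set limit, the compound median plus 3 SD, cut at about 4.7% in these data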;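 note: MRP-1 overexpressing cells given doxorubicin 25 µM after compound pretreatment; 18-22 h compound pretreatment then 72 h with doxorubicin before readout; 0% = doxorubicin-only wells and 100% = vehicle-treated cells without doxorubicin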
Phagocytosis inh – blocks phagocytosis by macrophages; J774A.1 macrophage IgG-bead phagocytosis, imaging; inhibition, % at 5 µM; 110,000 compounds, 0.07% hits; AID 1029;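 active = inhibition above the mean of the plate negative controls plus 5 SD, cut at about 13% in these data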;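 note: phagocytic index as fraction of beads internalized from green versus red external bead signal; plate controls were DMSO negative control for no effect and cytochalasin-D positive control for full effect; some results beyond the cut were filed as inactive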
Measles CPE – protection of cells from measles virus; Measles virus-infected cells, CPE protection, absorbance; 140,000 compounds, 1.5% hits; protection (pct of control), % at 4 µM; AID 841; in the data active = protection mostly above about 24%, no sharp cut-off; inactive = mostly below about 26%; note: some compounds called inactive have numbers as strong as hits
Yeast growth inh – chemicals that inhibit yeast BB579 growth in restrictive medium (lifespan-shortening candidates) | S. cerevisiae BB579 growth, OD615, 48 h | 140,000 compounds, 0.51% hits | inhibition, % at 10 µM | AID 804;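 active = inhibition above a set limit, 3 SD over the mean compound inhibition, cut at about 44% in these data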; note: inactives centre near -24
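test system = yeast BB579 (DeaD) | buffer or medium = restrictive CSMM-D medium | doses = single compound dose of 10 µM, 0.25% DMSO final | times = 4 h preincubation and 48 h exposure at 30 °C | technique = culture absorbance at 615 nm | benchmarks = amphotericin B 10 µg/mL, positive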
* hit, by the source's call; . = not tested or not shown.

SMILES	bCat KO growth	GALR2 antag	NPY-Y2 antag	E-sel TNF inh	Yeast life ext	PTEN del growth	MRP-1 activ	Phagocytosis inh	Measles CPE	Yeast growth inh
COC(=O)c1ccc(NC(=O)CN(C)S(=O)(=O)c2ccc(OC)c(C)c2)cc1	91	3	2	-24	-6	88	0.2	4	4	-33
CC(=O)c1ccc(NC(=O)Nc2ccc([N+](=O)[O-])cc2)cc1	6	-1	-3	.	-8	5	0.1	-8	9	-12
O=S(CC1CC1(Cl)Cl)CC1CC1(Cl)Cl (centres undefined)	96	3	3	.	2	95	1.5	-2	15	-9
COc1ccc2cnn(Cc3ccccc3)c(=O)c2c1OC	94	6	2	.	-6	79	-1.3	-1	19	-9
COc1ccc(C(=O)COC(=O)C(CCSC)NS(=O)(=O)c2ccc(Cl)cc2)cc1 (centres undefined)	96	3	7	-7	20	101	-1.8	-3	10	-18
CCN1C(=O)/C(=C/c2cccs2)N(C)C1=S	82	5	6	6	-19	86	-2.5	0	1	-58
COc1ccc(C(=O)Nc2ccncc2)cc1OC	104	13	1	-23	-9	93	-0.7	-1	5	-38
Cc1cc(C)n(-c2nc3ccccc3nc2N2CCN(C(=O)c3ccccc3)CC2)n1	120	-5	5	-17	-10	108	-2.8	0	22	-13
CNS(=O)(=O)c1cccc(C(=O)OC2CCCCC2=O)c1 (centres undefined)	108	-3	-3	-9	-4	94	-0.3	-2	3	-13
Cc1ccnc(N/N=C/c2ccccc2)n1	81	1	3	-21	-6	76	1.2	-11	4	14
O=C(NC1C(=O)NNC1c1ccccc1)c1ccccc1 (centres undefined)	91	3	0	-5	-4	100	1.2	2	2	-42
CCOc1ccc(S(=O)(=O)Nc2nc3ccccc3nc2-n2ccc(=NC(=O)c3cccs3)cc2)cc1	73	17	0	6	4	82	-1.2	-4	27	-17
COCCCn1c(SCC(=O)N(C)C)nnc1-c1ccccc1	84	-8	0	-6	-5	87	-1.4	-1	2	-25
Cc1cccc(NC(=O)Cn2cccc2)c1	87	4	1	2	-17	84	-0.3	.	12	3
S=C(Nc1ccccc1)c1nc2ccccc2s1	75	3	0	.	-4	86	-2.9	3	2	-18
O=C(CNC1CCCCCC1)Nc1ccccc1N1CCCCC1	62	6	9	-1	-4	64	-5.0	.	5	-22
Cc1ccc(CNS(=O)(=O)c2cn(C)cn2)cc1	102	1	-2	20	-12	103	0.1	-1	12	11
CC(NC(=O)c1ccccc1Cl)C(=O)O (centres undefined)	83	4	-2	-4	-24	99	-3.5	-2	7	-17
O=C(c1ccccc1Cl)N1CCC(c2nc3c(nnn3Cc3ccco3)c(=O)[nH]2)CC1	90	13	5	1	-8	88	-3.1	.	8	-25
CCc1ccc(N(C(=O)c2csnn2)C(C(=O)NCc2ccccc2)c2ccco2)cc1 (centres undefined)	87	13	6	-6	-9	78	-0.9	.	35*	-8
CCCN1CCN(C(=O)Cn2c(=O)oc3cc(S(=O)(=O)NCc4ccccc4)ccc32)CC1	79	6	4	-29	-7	66	-0.6	0	25	-10
COc1ccc(-c2nc(CSCC(=O)NC3CCCc4ccccc43)c(C)o2)cc1OC (centres undefined)	77	12	3	5	-7	63	-1.1	0	6	-75
CC1Cc2ccccc2N1C(=O)Cn1cc([N+](=O)[O-])cn1 (centres undefined)	97	16	-1	-31	-11	90	-2.7	.	5	15
S=c1[nH]nc(Cc2sc(-c3ccccc3)nc2-c2ccccc2)o1	98	-3	1	7	-4	91	-3.6	-1	31	-3
O=C(c1ccccc1)c1ccc(OCC(O)CN2CCCCC2)cc1 (centres undefined)	89	-13	5	-5	-5	96	-1.8	0	26	-26
CCS(=O)(=O)c1ccc(O)c(NC(=O)c2cc(OC)c(OC)c(OC)c2)c1	88	-1	3	-15	-8	72	-1.3	0	7	-17
CN(C)c1ccc(C2NCCS2)cc1 (centres undefined)	101	0	1	41	-14	91	-0.9	-1	42	2
O=C(Cc1ccc([N+](=O)[O-])cc1)NCc1ccccc1Cl	95	10	-1	.	5	93	-0.7	-2	11	-11
Fc1ccc(NC(=S)NCc2ccccn2)cc1	103	-3	1	.	-4	107	-1.2	.	5	-46
O=C(CCn1nnc2ccccc21)Nc1nnc(Cc2ccccc2)s1	107	-6	3	-25	-13	94	-0.3	0	15	-34
Cc1ccc(N=C2C(=S)N(c3ccc(C)cc3)C(=N)N2/N=C/c2ccc(Cl)cc2)cc1	87	4	4	-15	.	90	-4.2	.	12	-35
c1ccc(-c2c(-c3ccccc3)n(Cc3ccco3)c3ncnc(NCCCn4ccnc4)c23)cc1	59	-19	29*	6	43*	54	-6.1	1	2	-62
COCCCNC(=O)CSc1nc2ccccc2c(=O)n1CCCC(=O)NCC1CCCO1 (centres undefined)	99	-12	3	.	8	114	-0.3	-2	4	-68
COC(=O)c1cc2occc2n1Cc1c(F)cccc1Cl	98	-4	11	30	-23	84	-0.8	2	0	-37
Cc1ccc(C)c(N2CC(=O)N(c3cc(C)ccc3C)CC2=O)c1	101	-7	2	1	-4	93	-1.0	-1	12	-47
COn1c(-c2ccc(Cl)cc2)nc2ccc(Cl)cc21	50	1	8	10	-25	65	-4.2	4	4	-9
CCOC(=O)C1CCCN(C(=O)c2cc3c(C)nc4ccccc4c3o2)C1 (centres undefined)	73	7	4	2	-14	64	-0.5	-2	20	4
COc1ccc(NC(=O)COC(=O)CNC(=O)c2cc(OC)c(OC)c(OC)c2)cc1	81	5	0	.	0	91	1.6	5	3	-9
COc1ccc(CCC(=O)Nc2cc(Cl)ccc2OC)cc1	69	1	17	2	-10	69	-0.9	0	13	-86
CCC(C(=O)NC1CCCCC1)N(CC1CCCO1)C(=O)CNS(=O)(=O)c1ccc(OC)cc1 (centres undefined)	90	-16	2	14	-6	94	-3.1	.	12	-44
CCOC(=O)c1ccc(N=c2sc(C(=O)OC)cc(=O)n2Cc2ccc3c(c2)OCO3)cc1	6	9	-1	-8	-8	14	-5.0	0	25	-50
COC(=O)c1sccc1NC(=S)N1CC(C)CC(C)C1 (centres undefined)	76	-11	10	.	3	84	-1.5	-1	23	-25
CNC(=O)NC(=O)COC(=O)CCCOc1ccc(OC)cc1	99	8	4	13	8	98	0.3	0	4	-39
CCN(CC(=O)NCc1cccs1)S(=O)(=O)c1ccc(C(C)C)cc1	97	-5	1	-14	-2	90	-1.1	-6	21	-16
CCOc1ccc(Nc2cc(=O)oc3ccccc23)cc1	50	17	-1	9	2	38	-4.0	.	10	-35
CCN(CC)S(=O)(=O)c1ccc(N2CCCC2)c(C(=O)OCC(=O)/C(C#N)=C(\C)N)c1	82	11	3	-18	-12	66	-0.9	0	4	-32
COc1ccc(CCN2CNc3c(c(=O)n(C)c(=O)n3C)C2)cc1OC	88	5	-1	22	-3	90	-3.8	-1	22	-25
Cc1cc(C)c2c(-n3cccc3)nn(C)c2n1	95	-6	1	6	-10	94	-2.1	.	8	-41
CCOC(=O)C1(CC)NC(c2ccco2)C2C(=O)N(C)C(=O)C21 (centres undefined)	88	21	1	-9	.	85	-4.0	.	4	-29
Cc1ccnc(N2C(=O)c3ccccc3C2O)c1 (centres undefined)	69	-6	3	.	-12	73	-2.0	0	22	-25
(list continues)
SMILES	bCat KO growth	GALR2 antag	NPY-Y2 antag	E-sel TNF inh	Yeast life ext	PTEN del growth	MRP-1 activ	Phagocytosis inh	Measles CPE	Yeast growth inh
Cc1c(CN(C)C(=O)c2nn(C)cc2[N+](=O)[O-])cnn1C	100	5	2	.	2	94	-1.3	-2	19	-9
N#Cc1nc(COc2ccc(Br)cc2)oc1N1CCCC1	74	2	22*	-6	-11	80	7.3*	-2	42	-26
CCOC(=O)C1CCN(C(=O)Cn2cc(C#N)c3ccccc32)CC1	89	-6	3	-9	-9	88	-2.5	-2	14	-17
Cc1sc2nc(SCC(=O)Nc3c(C)n(C)n(-c4ccccc4)c3=O)n(C)c(=O)c2c1C	87	-2	4	6	-13	91	-2.6	-2	41	-60
Cc1ccc(N(CC(=O)NCCc2ccccc2)S(=O)(=O)c2c(C)noc2C)cc1	88	-4	2	12	1	100	-0.1	1	3	-73
O=c1c2ccccc2nnn1CSc1nnnn1-c1ccccc1	83	-1	2	12	0	84	-2.6	.	18	-31
O=C1c2ccccc2C2=Nc3ccccc3SC(c3cccc(F)c3)C12 (centres undefined)	2.2*	4	-3	13	12	3.5*	-4.7	-11	4	-58
CSc1nc(NCC(C)C)c2c3c(sc2n1)CN(C)CC3	74	-7	1	41	-8	76	-2.0	3	19	-52
COc1nc(-c2ccccc2)c2c(c1C#N)CC(C)(C)OC2	94	5	6	-29	-2	97	-0.5	0	7	-27
COC(=O)CCCCCCCCCCN1CCCCC1	96	-2	3	.	5	100	0.4	.	14	-9
O=C(c1cnc2n(c1=O)CCS2)N1CCN(c2ccccc2F)CC1	101	5	-4	.	-9	104	1.6	0	9	14
CCNc1nc(C)c2cc(Br)c(=O)n(CC)c2n1	61	-4	2	-21	-29	56	-5.4	10	2	-31
O=C(N/N=C/c1ccccc1O)c1cccc(C(F)(F)F)c1	11	13	0	.	-1	7	2.9	-5	20	0
COc1ccccc1C(=O)N1CCN=C1SCc1cccnc1	87	5	1	2	-9	92	-0.8	.	3	-30
Cc1nc(NC(=O)CN(C)S(=O)(=O)c2ccc(Cl)cc2)sc1C	106	-5	-1	-20	-4	95	-2.1	-1	10	10
CCOC(=O)COc1ccc(S(=O)(=O)NCc2ccncc2)cc1	64	33*	1	-3	-4	73	-0.9	1	7	-11
CCn1ncc(Br)c1C(=O)Nc1ccc(F)c([N+](=O)[O-])c1	60	7	-1	.	-2	67	-3.1	-5	3	-16
O=C(Cc1csc(N2CCOCC2)n1)N/N=C/c1ccc(F)cc1	100	4	1	-1	-11	94	1.0	4	6	-27
CCCS(=O)(=O)N1CCCC(C(=O)NCCCN2CCN(c3ccc(F)cc3)CC2)C1 (centres undefined)	74	-6	3	12	-19	80	-2.6	2	8	-42
CCCC(=O)NC(C)C(c1cccs1)N1CCN(c2ccccc2)CC1 (centres undefined)	84	5	5	-18	.	92	-2.1	.	4	-7
CCc1ccc(C(=O)N2CCC(c3nc4ccccc4s3)CC2)cc1	83	-3	8	6	-9	83	-0.3	.	6	-28
Cc1ccc(SCCC(=O)N2CCCC2)cc1	104	10	-1	-24	-8	106	0.1	10	2	11
Cc1ccc(-n2c(C)cc(C(=O)CSc3nnc4ccccn34)c2C)cc1	39	4	1	-17	13	46	0.0	.	13	-25

3 entries out of the list above, ordered by their value in E-sel TNF inh, ascending:
SMILES	E-sel TNF inh
Cc1ccc(SCCC(=O)N2CCCC2)cc1	-24
CCNc1nc(C)c2cc(Br)c(=O)n(CC)c2n1	-21
CCCS(=O)(=O)N1CCCC(C(=O)NCCCN2CCN(c3ccc(F)cc3)CC2)C1 (centres undefined)	12

Not a hit list (roughly 6.3% active in at least one column).
